GlmU inhibition: inhibition of mycobacterial GlmU enzyme – biochemical, glucosamine-1-phosphate acetyltransferase (AID 1376). 220,000 compounds, 0.25% hits. Bifunctional protein GlmU (Mycobacterium tuberculosis (strain ATCC 25618 / H37Rv)). one-dose inhibition, %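 (tested at 30 µM in the primary screen)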; IC50 in µM for titrated hits. M. tuberculosis GlmU acetyltransferase enzyme assay; higher % means a stronger effect; in the data active = inhibition above about 13%; inconclusive = no clear call, values can overlap the other calls;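 also: 0% = complete reaction with vehicle and 100% = reaction without substrate; strong numbers were not always called active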
Mtb RmlCD inh: M. tuberculosis RmlC/RmlD coupled enzyme inhibitors, primary screen, biochemical, compound mixtures, 384-well, from 1536-well plates. dTDP-4-dehydrorhamnose reductase (Mycobacterium tuberculosis (strain ATCC 25618 / H37Rv)) …. RmlC+RmlD coupled enzyme assay, percent inhibition; primary screen in compound mixtures. inhibition, % at 3.6 µM. 160,000 compounds, 0.03% hits. AID 1533, 2009; in the data active = inhibition mostly above about 34%, no sharp cut-off; inconclusive = no clear call, values can overlap the other calls; inactive = mostly below about 22%; also: some results filed as inactive read as strong as hits
Target sequence (P9WH09 whole entry, looked up): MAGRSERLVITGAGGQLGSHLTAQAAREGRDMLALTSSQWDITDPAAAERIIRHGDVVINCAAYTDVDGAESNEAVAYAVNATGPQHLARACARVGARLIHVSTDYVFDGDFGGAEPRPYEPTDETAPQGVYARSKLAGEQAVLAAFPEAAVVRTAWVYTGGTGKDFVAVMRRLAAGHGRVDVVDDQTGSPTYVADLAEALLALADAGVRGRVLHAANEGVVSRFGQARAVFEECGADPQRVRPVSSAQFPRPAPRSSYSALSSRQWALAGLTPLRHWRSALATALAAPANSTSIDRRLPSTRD
Target sequence (P9WH11 whole entry, looked up): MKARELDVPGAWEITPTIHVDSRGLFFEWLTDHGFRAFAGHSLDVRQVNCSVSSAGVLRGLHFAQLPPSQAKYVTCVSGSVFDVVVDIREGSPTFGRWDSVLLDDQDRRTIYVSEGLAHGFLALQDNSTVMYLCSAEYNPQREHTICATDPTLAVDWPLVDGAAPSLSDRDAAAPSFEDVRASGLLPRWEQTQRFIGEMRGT
* = called active by the depositor; ? = inconclusive; . = not tested or not shown.

SMILES	GlmU inhibition	Mtb RmlCD inh
Cc1ccsc1C(=O)Nc1n[nH]c(C(F)(F)F)n1	2.0%	-13.1
CCSc1nnc(NC(=O)C2CCCCC2C(=O)OCC(F)(F)C(F)F)s1 (centres undefined)	10.6%	7.8
Cc1ccccc1OCC(=O)NCC(=O)N/N=C/c1ccc(Br)o1	4.0%	-11.7
CCCC(=O)Nc1ccc2c(c1)nc(CN1CCCCC1)n2C	-6.2%	-15.3
COc1ccc(CCN2C(=O)CS/C2=N\NC(=O)c2cccs2)cc1OC	1.2%	.
CC(NC(=O)C1CCC1)c1ccc(Br)cc1 (centres undefined)	3.0%	-0.5
CC(C)CN(C(=O)CN1CC=C(c2ccccc2)CC1)c1c(N)n(CC(C)C)c(=O)[nH]c1=O	-0.9%	-8.3
O=C(Nc1ccc(F)cc1)c1nsc(Cl)c1Cl	-3.3%	.
O=C(O)CCN1/C(=C/C=Nc2ccccc2)Oc2ccccc21	2.5%	7.5
O=c1cc(CSc2nc3ccccc3c(=O)[nH]2)c2ccc(O)cc2o1	12.0%	7.5
CCc1ccc2[nH]c(=O)c(CN(Cc3ccc4c(c3)OCO4)Cc3nnnn3C3CCCC3)cc2c1	4.2%	.
CCN(C(=O)COC(=O)c1cncc(Br)c1)C1CCS(=O)(=O)C1 (centres undefined)	-0.4%	-9.7
O=C(CN1CCN(Cc2ccccc2)CC1)NC(=O)NCc1ccco1	-1.1%	-0.8
CN1CCN(C=NC2=NN(c3cccc(C(F)(F)F)c3)CC2)CC1	-6.4%	9.5
S=C(NCCc1ccccc1)N1CCn2cccc2C1c1ccncc1 (centres undefined)	-2.5%	-2.0
CCCCn1c(=N)n(CC(O)c2ccccc2)c2ccccc21 (centres undefined)	-6.3%	7.8
Cc1nc2ccccn2c1C(=O)N/N=C/c1ccc(CNC(=O)C(=O)Nc2ccccc2)o1	1.6%	9.7
O=P(O)(Oc1ccccc1)OC(c1ccccc1)C(F)(F)C(F)(F)F (centres undefined)	1.3%	-1.7
COCCNc1cc(C)nc2c3c(C)cc(C)nc3nn12	-1.3%	-9.0
Cc1ccc(-c2c[n+](CC(=O)c3cccs3)c3n2CCC3)cc1	-5.9%	14.4
CCC(C(=O)OCn1nnc2ccccc2c1=O)c1ccccc1 (centres undefined)	4.7%	6.5
Cc1cc(C)n(Cc2ccc(C(=O)NCc3ccco3)o2)n1	-1.9%	-5.7
CCc1ccc(/C=C2\Oc3cc(OS(C)(=O)=O)ccc3C2=O)cc1	3.4%	4.0
CN1CCCCC1c1ccc(-c2cccnc2)nc1 (centres undefined)	4.9%	7.3
O=C(CN1N=C(c2ccccc2)CCC1=O)NCCN1CCc2ccccc2C1	-1.1%	.

Additional entries.
SMILES	GlmU inhibition	Mtb RmlCD inh
Cc1ccc2c(c1)N(CCC(=O)NCc1ccco1)C(=O)CO2	-1.2%	-6.4
CC(=O)c1c(C)cc(C)c(CSc2nnc(-c3ccco3)o2)c1C	7.0%	.
Cn1cnnc1-c1cccc(NC(=O)c2cc(F)c(F)cc2Cl)c1	5.0%	28.8
CCOC(=O)Cn1nc(C)cc1NC(=O)c1cccnc1	-7.6%	-4.9
Cc1ccc(S(=O)(=O)N(C)CC(=O)N2CCN(C(=O)c3ccco3)CC2)cc1	0.6%	-2.4
CC(C)NC(=O)c1cc(-c2ccco2)nn1-c1ccc(Cl)cc1	7.6%	?
COCCn1c(=O)[nH]c2cc(C(=O)NCCN3CCN(c4ccccc4)CC3)ccc2c1=O	0.1%	-7.2
O=C(c1ccc(=O)oc1)N1CCN(c2ccc(F)cc2)CC1	0.5%	15.7
Cc1ccc(NC(=O)CSc2nc3ccccc3c3nc(CCn4cncc4C)nn23)c(C)c1	-1.7%	37.2
COc1ccc(-c2csc(NC(=O)C3CCCCN3S(=O)(=O)c3ccccc3)n2)cc1 (centres undefined)	-0.4%	.
O=S(=O)(c1ccc(F)cc1)c1nc(-c2ccc(F)cc2)oc1NCCN1CCOCC1	5.4%	.
CCCCC(CC)CNCC(O)c1ccccc1 (centres undefined)	-5.3%	7.3
O=C(N/N=C/c1coc2ccccc2c1=O)c1ccccc1Br	-9.1%	-2.5
Cc1nc(N2CCOCC2)c2cc(-c3ccccc3)sc2n1	1.2%	-2.7
O=C(NC(=S)Nc1ccc(N2CCCCC2)c(Cl)c1)c1cccs1	-8.3%	.
O=C(c1ccc(Cl)c([N+](=O)[O-])c1)N(c1ccccn1)c1ccccn1	2.5%	3.0
Cc1nn(C)c(C)c1NC(=O)C12CC3CC(CC(C3)C1)C2	-3.2%	.
COc1ccc(-c2cc(C3CC3)nc3sc(C#N)c(N)c23)cc1	-1.2%	-7.3
COC(=O)c1ccc(S(=O)(=O)N2CCC(C(N)=O)CC2)n1C	3.8%	4.1
COc1cc(OC)c(C=O)c(OC(=O)N(C)C)c1	4.6%	-0.7
CS(=O)(=O)c1nc(S(=O)(=O)c2ccc(Cl)cc2)c(NCc2ccccn2)s1	0.1%	-8.8
COc1ccc(C(=O)OCn2nnc3ccccc3c2=O)cc1	2.6%	7.1
CC1CCc2nn(CC(=O)N3CCCCCC3)cc2C1 (centres undefined)	5.2%	57.9
Cc1cccc(Oc2ccc(S(=O)(=O)N3CCCCC3)cc2N)c1	1.4%	-10.7
COc1cc(-c2ccc(NC(C)=O)c(OC)c2)ccc1NC(C)=O	3.5%	7.3

Full records as entered above.
Profile of `CCCCC(CC)CNCC(O)c1ccccc1` (centres undefined) : GlmU inhibition = -5.3%; Mtb RmlCD inh = 7.3
Profile of `COc1ccc(CCN2C(=O)CS/C2=N\NC(=O)c2cccs2)cc1OC` : GlmU inhibition = 1.2%; Mtb RmlCD inh = .

Continued:
SMILES	GlmU inhibition	Mtb RmlCD inh
Cc1ccc(NC(=S)NC2CCN(Cc3ccccc3)CC2)cc1C	-2.0%	9.4
CCOC(=O)c1c(C=O)c(C)n(Cc2ccccc2)c1C	-3.7%	.
CCn1ncc(NC(=S)Nc2ccc3c(c2)OCO3)c1C(N)=O	-0.1%	1.1
Cn1cc(Cl)c(-c2n[nH]c(=S)n2-c2ccccc2)n1	-4.2%	-7.6
CCN(Cc1cc(=O)n2cc(Cl)c(C)c(Cl)c2n1)Cc1nc2ccccc2c(=O)[nH]1	7.4%	7.6
CN1CCN(C(=O)Nc2ccc([N+](=O)[O-])cc2)CC1	-3.0%	3.9
COc1ccc(OC)c(C(=O)CSc2nc3c(c(=O)n(C)c(=O)n3C)n2C(C)C)c1	1.9%	.
CCN1C(=O)/C(=C\N(C)C)S/C1=N\S(=O)(=O)c1ccc(C)cc1	4.0%	0.7
NC(=O)[C@@H]1CCCN1Cc1nc(Cc2ccccc2Cl)no1	1.1%	-8.7
COc1ccc(C(=O)N(C)Cc2ccccc2)cc1Br	5.8%	-8.5
COc1cccc(Cl)c1NC(=O)N1CCN(c2ccnc3cc(Cl)ccc23)CC1	-1.4%	-6.6
COc1ccc(OC)c(NC(=S)NCCSc2ccc(C)cc2)c1	-0.1%	.
COc1ccc(-c2cc(C(F)F)n3ncc(C(=O)N4CCN(C(=O)c5ccco5)CC4)c3n2)cc1	4.8%	14.3
Cc1ccc(C2CN(c3ccccc3)CC2C(=O)c2ccc(F)cc2)cc1 (centres undefined)	-1.2%	-2.2
Cc1ccc(N2C(=O)NC(=O)/C(=C/c3cnc(-c4ccccc4)nc3)C2=O)cc1C	4.2%	14.2
CC(=O)c1ccc(OCCCC(=O)NCC(c2ccco2)N(C)C)cc1 (centres undefined)	-0.6%	.
CCC(C)Sc1nc2c(c(=O)[nH]c(=O)n2C)n1Cc1ccc(Cl)cc1 (centres undefined)	-4.6%	-11.7
O=S(=O)(Nc1ccccc1N1CCOCC1)c1ccc(Cl)s1	6.2%	.
COc1ccc(N2CCN(C(=O)CCCn3c(=O)[nH]c4cc(Cl)ccc4c3=O)CC2)cc1	-6.7%	7.4
c1ccc(CSC2=NCCCN2)cc1	3.0%	.
C/C(O)=C(/N=O)C(=O)Nc1ccccc1	3.1%	-7.9
COc1cc(C(=O)NC(=S)NNC(=O)c2ccc3c(c2)OCO3)cc(OC)c1OC	-1.7%	-3.6
CC(c1nnc(SCC(=O)Nc2cccnc2Cl)n1-c1ccccc1)N(C)C (centres undefined)	2.5%	.
O=C(Cn1nnc(-c2cccs2)n1)NCc1cccs1	-1.7%	6.2
Cc1ccc(Oc2cc(-n3nc(C)cc3C)ncn2)cc1	1.0%	.

Sorted by molecular weight (ascending): part of the list above
SMILES	GlmU inhibition	Mtb RmlCD inh
c1ccc(CSC2=NCCCN2)cc1	3.0%	.
COc1ccc(OC)c(NC(=S)NCCSc2ccc(C)cc2)c1	-0.1%	.
COc1ccc(OC)c(C(=O)CSc2nc3c(c(=O)n(C)c(=O)n3C)n2C(C)C)c1	1.9%	.
COc1ccc(N2CCN(C(=O)CCCn3c(=O)[nH]c4cc(Cl)ccc4c3=O)CC2)cc1	-6.7%	7.4

(listing goes on)
SMILES	GlmU inhibition	Mtb RmlCD inh
Cc1ccccc1-c1cc(C(=O)Nc2sc(C)c(C)c2C(N)=O)c2ccccc2n1	-3.6%	-6.8
COc1ccc(CCNC(=O)CSc2nc(C)cc(C)n2)cc1OC	-0.5%	7.9
OC(COCc1ccc(Cl)cc1)CN1CC=C(c2ccccc2)CC1 (centres undefined)	-1.1%	-2.6
COc1ccc(-c2nnn(CC(=O)N(CC3CCCO3)C(C(=O)NC(C)(C)C)c3ccco3)n2)cc1OC (centres undefined)	-11.2%	5.5
C(=N\n1cnnc1)/c1cccn1-c1ccccc1	-0.4%	.
CCC(CO)N=CC1=C(O)C(C(=O)c2ccccc2)CCC1=O (centres undefined)	1.1%	-9.3
O=c1ccnc(Nc2ccc(Cl)cc2)[nH]1	2.5%	6.4
O=C(CN1CCOCC1)OCCCc1ccccc1	-3.4%	23.3
COc1ccc(OCc2nc3ccccc3n2C(C)C)cc1	-1.2%	-2.8
COc1ccc(CCNC(=O)Cn2nnc(-c3ccc(N(C)C)cc3)n2)cc1OC	-4.5%	.
COc1ccccc1CC(=O)N1CCCC1	-4.3%	10.9
N#C/C(=N/Nc1ccccc1F)C(=N)N1CCOCC1	1.9%	-0.8
Cc1ccc(N2C(=O)[C@@H]3[C@H](C2=O)C2c4ccccc4C=CN2[C@@H]3C(=O)c2ccco2)cc1 (some centres undefined)	5.6%	8.8
Brc1ccc2[nH]c3c(c2c1)CCC3	-1.8%	.
CCCCOc1ccc(NC(=O)Cn2c(=O)ccc3c(C)cc(C)nc32)cc1	-1.2%	.
CC1=C(C(=O)c2ccccc2)C(c2ccc(N3CCOCC3)cc2)NC(=O)N1 (centres undefined)	0.1%	8.4
CC(C)(C)C(=O)O/N=C(\N)c1ccc([N+](=O)[O-])s1	7.4%	-6.2
Nc1ncnc(Sc2ncccn2)c1[N+](=O)[O-]	10.5%	-10.5
O=C(Nc1nnc(COc2ccc(Cl)cc2)s1)c1cccs1	6.2%	9.2
Cc1cc(C)cc(NS(=O)(=O)c2cc(C(=O)NCc3ccccn3)ccc2Cl)c1	8.5%	.
NS(=O)(=O)c1cc(C(=O)OCC(=O)Nc2ccc(Cl)cc2[N+](=O)[O-])ccc1Cl	6.8%	.
CSc1cccc(NC(=O)Nc2ccc(Cl)cc2)c1	-11.6%	.
CCc1ccc(-n2c(O)c(C(C)=O)c(=O)[nH]c2=O)cc1 (tested in a mixture with another compound)	0.1%	-6.6
COc1ccc(CCNC(=O)COc2ncnc3ccccc23)cc1	4.0%	4.8
COc1ccc(-c2nn(-c3ccccc3)cc2/C=C\C(=O)N2CCOCC2)cc1[N+](=O)[O-]	-0.2%	2.6

Further structures follow:
SMILES	GlmU inhibition	Mtb RmlCD inh
CN1CCN(C(=O)c2ccc(N(Cc3ccc(Cl)cc3)S(C)(=O)=O)cc2)CC1	1.4%	5.9
CC(C)NS(=O)(=O)c1ccc(CCC(=O)O)cc1	1.6%	-0.2
CCCn1c(N)c(C(=O)CSc2nc3ccccc3n2CCC#N)c(=O)n(C)c1=O	-0.7%	-7.1
O=C(N/N=C/c1ccco1)c1ccccc1OCc1ccc(Br)cc1	6.5%	11.8
Cc1[nH]c2ccccc2c1/C=N/NC(=O)c1cc(C(C)(C)C)[nH]n1	-0.6%	6.7
Cc1cc(=O)[nH]c(SCCOc2ccc(OC(C)C)cc2)n1	3.6%	1.4
CCCn1c(N)c(C(=O)CSc2nc3ccccc3s2)c(=O)[nH]c1=O	-1.2%	-8.0
CC(C)C[C@H](N)c1cn([C@@H](Cc2ccc(O)cc2)C(=O)N2CCNCC2)nn1	-3.0%	.
Cc1ccccc1CS(=O)(=O)c1snnc1C	2.8%	3.6
Cc1c(NC(=O)c2nn3c(C(F)(F)F)cc(-c4ccccc4)nc3c2Cl)c(=O)n(-c2ccccc2)n1C	-0.4%	3.9
CCOC(=O)N1CCN(C(=O)C2CCCN(S(=O)(=O)c3ccccc3)C2)CC1 (centres undefined)	3.0%	9.4
CC(=O)Nc1ccc(S(=O)(=O)n2nc(-c3ccc(C)cc3)nc2N)cc1	6.3%	-5.3
O=C(O)CCCNS(=O)(=O)c1ccccc1	-2.2%	.
CC(C)n1c(=O)c(C=Nc2ccc(Cl)cc2)c(O)n(Cc2ccco2)c1=O	-6.8%	-3.2
COc1cc2c3c(c1)/C(=C1/SC(=S)NC1=O)C(=O)N3C(C)(C)C=C2C	4.0%	3.1
O=C(COC(=O)CSc1ccc2ccccc2c1)NCc1ccc2c(c1)OCO2	2.1%	.
Cc1cccc(C(C)C)c1NC(=O)COC(=O)COc1ccc2c(C)cc(=O)oc2c1	-4.7%	-3.5
COc1cc(C(=O)Oc2ccccc2/C=N/NC(=O)c2ccc(C)cc2)cc(OC)c1OC	1.4%	.

Screening results (PubChem)

Only part of the results is shown; the hit share may differ from the screen's.
